Compound activity: PubChem, several laboratories
phage Ecoli inh = E. coli growth loss with phage present; AID 651602; inhibition, % at 11.9 µM; growth absorbance; 360,000 tested, 0.26% active; in the data active = inhibition above about 11%
HTR5A inv ctr = HTR5A inverse agonism, opioid heterodimer counter-screen; P47898; inhibition, % at 9.3 µM; AID 504634; 340,000 tested, 0.083% active; HTR5A cell line, luminescence; in the data active = inhibition mostly above about 23%, no sharp cut-off; inactive = mostly below about 18%;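 also: 0% = cells with DMSO and 100% = no-cell wells with DMSO; some compounds called inactive have numbers as strong as hits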
Target sequence (P47898 whole entry, looked up): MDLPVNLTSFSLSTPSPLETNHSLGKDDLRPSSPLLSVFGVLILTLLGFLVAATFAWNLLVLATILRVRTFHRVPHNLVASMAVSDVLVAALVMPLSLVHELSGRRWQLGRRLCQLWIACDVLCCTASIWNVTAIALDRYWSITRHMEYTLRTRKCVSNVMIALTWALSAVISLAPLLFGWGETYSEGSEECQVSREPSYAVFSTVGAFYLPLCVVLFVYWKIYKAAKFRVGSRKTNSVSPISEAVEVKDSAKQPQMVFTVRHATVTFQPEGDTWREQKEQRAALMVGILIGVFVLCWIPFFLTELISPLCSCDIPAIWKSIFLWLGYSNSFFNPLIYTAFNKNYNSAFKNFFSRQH
Tat export inh = E. coli Tat transport inhibition; 340,000 tested, 0.036% active; AID 488895; inhibition, % at 10 µM; E. coli MC4100 TorA-mCherry Tat export, fluorescence;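 active = mean replicate inhibition at least 50% and at least half of replicates individually reaching 50%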;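 also: exported cargo escapes ClpAP degradation while cytoplasmic cargo is degraded and loses fluorescence; 0% = median of neutral control wells and 100% = median of NaSCN control wells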
PKA-R2B activ = PKA-R2B complex activation. P22694+P31323. PKA-R2B holoenzyme dissociation, Cy5-IP20 fluorescence polarization; R2B truncated from residue 108, S112A mutant; 0% DMSO only, 100% 113 µM cGMP. activation, % at 11.4 µM. 340,000 tested, 0.079% active;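 active = activation above a cutoff set at the mean over all compounds plus 3 SD, cut at about 18% in these data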;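 also: higher means more holoenzyme dissociation and a rise in polarization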
Target sequence (P31323 whole entry, looked up, other chains not shown, the tested form may be a part): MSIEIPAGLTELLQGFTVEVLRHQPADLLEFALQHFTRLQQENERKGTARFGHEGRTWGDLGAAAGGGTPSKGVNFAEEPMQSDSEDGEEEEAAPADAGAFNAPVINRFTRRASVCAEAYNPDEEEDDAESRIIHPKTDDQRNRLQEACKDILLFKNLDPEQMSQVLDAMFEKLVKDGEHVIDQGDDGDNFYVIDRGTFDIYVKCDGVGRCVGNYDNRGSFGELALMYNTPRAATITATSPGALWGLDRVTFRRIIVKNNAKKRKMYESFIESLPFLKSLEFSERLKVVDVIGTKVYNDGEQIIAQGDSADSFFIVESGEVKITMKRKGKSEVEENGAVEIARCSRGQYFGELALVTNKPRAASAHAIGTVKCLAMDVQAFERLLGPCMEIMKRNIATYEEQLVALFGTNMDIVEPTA
MOR-DOR ag = agonists of human mu-delta opioid receptor heterodimerization; P35372+P41143; cells, OPRM1-OPRD1 heterodimerization, luminescence; activation, % at 9.3 µM; 340,000 tested, 0.3% active; AID 504326; in the data active = activation above about 18%;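 also: 0% = vehicle-treated cells and 100% = reference agonist; values of inactives mirror those of a sister screen read the other way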
Ecoli viability = bacterial growth inhibition, counter-screen for AddAB inhibitors | E. coli V3065 growth, OD600 absorbance, 18 h | inhibition, % at 11.9 µM | 330,000 tested, 0.27% active | AID 449728;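 active = inhibition above the campaign's mean inhibition across all tested compounds plus 3 SD, cut at about 9.9% in these data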;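 also: uninfected addAB+ strain grown without phage in ampicillin broth; 0% = DMSO wells and 100% = ciprofloxacin 0.95 µg/ml wells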
PfHsp90 set2 = reduces growth (ATP signal) of yeast expressing P. falciparum Hsp90 | S. cerevisiae expressing PfHsp90, BacTiter-Glo ATP, 48 h; yeast lacking PDR1 and PDR3 efflux regulators | inhibition, % at 9.4 µM | 310,000 tested, 0.32% active;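 active = every replicate shows inhibition above about 80%, whatever the replicate mean, limit read from the data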;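 also: 0% = DMSO neutral controls and 100% = 20 µM radicicol positive controls; yeast relying on Plasmodium falciparum Hsp90 in place of its own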
PKA-R1A act = activates the PKA-R1A holoenzyme complex. P00514+P68181. PKA-R1A dissociation, Cy5-IP20 fluorescence polarization; scaled: DMSO 0%, 113 µM cGMP 100%. activation, % at 11.4 µM. 340,000 tested, 0.083% active. AID 504707;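 active = percent activation above the mean of all tested compounds plus 3 SD, cut at about 19% in these data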;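 also: higher means more PKAc released from R1A so a rise in polarization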
OPRM1-OPRD1 inv = inverse agonists of human mu-delta opioid receptor heterodimerization. cell-based MOR-DOR heterodimer luminescence, inverse agonism. P35372+P41143. inhibition, % at 9.3 µM. 340,000 tested, 0.21% active; in the data active = inhibition above about 22%, passing the limit was not always enough;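 also: 0% = cells with DMSO and 100% = wells without cells with DMSO; values of inactives mirror those of a sister screen read the other way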
Mot1-301 SUMO = inhibitors of SUMOylation pathway: yeast Mot1-301 growth rescue | S. cerevisiae Mot1-301 growth rescue, ATP luminescence, 38.5C; percent above DMSO median, 100 means doubled | growth rescue, % at 18.8 µM | 320,000 tested, 1% active;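 active = every valid replicate shows activation above 250% relative to neutral control wells; inactive = the rest, any valid replicate at or below 250%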;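 also: OY570 slx delta 5 strain wells were the positive control but not used for scaling; some compounds called inactive have numbers as strong as hits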
AddAB inh = less growth of phage-infected E. coli with AddAB. E. coli expressing H. pylori AddAB, absorbance growth. inhibition, % at 11.9 µM. 330,000 tested, 0.29% active; in the data active = inhibition above about 12%;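 also: 0% = vehicle wells of infected cells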
Active calls of the source: *; x = no result given; & = joins results of further samples. Compounds as they come; overall some 2.2% were active at least once.

SMILES	phage Ecoli inh	HTR5A inv ctr	Tat export inh	PKA-R2B activ	MOR-DOR ag	Ecoli viability	PfHsp90 set2	PKA-R1A act	OPRM1-OPRD1 inv	Mot1-301 SUMO	AddAB inh
CCC(C(=O)NCCN1CCOCC1)n1c2ccccc2c2nc(=O)cc(C)n21 (stereo not drawn)	1.4	27	-9	6	-2.9	0.6	-2	11	15	-7	2.5
COc1cc2c(cc1OC)C(c1cccc(Br)c1)NC(=O)C2 (stereo not drawn)	1.9	-26	15	3	-0.2	x	-6	7	1	-3	x
Cc1cc(/C=N/NC(=O)c2cccc(N(C)C)c2)c(C)n1-c1cc(C(=O)O)cc(C(=O)O)c1	x	0	-3	0	-1.5	x	-4	-7	9	x	x
Cc1cc2c(cc1C)CSC(c1ccccc1O)SC2	2.0	-4	9	-12	14	2.3	-40	0	-71	273*	5.5
O=[N+]([O-])c1cccc2cn[nH]c12	4.7	9	-2	4	-3.8	-2.0	7	-6	20	6&5	-0.2
COc1cc(Br)c(/C=C/c2ccc3cccc(O)c3n2)cc1OC	2.6	5	11	0	1.7	-0.3	-9	-2	-8	14	-2.1
O=S(=O)(Cc1ccccc1)N1CCN(Cc2c(F)cccc2Cl)CC1	4.5	-22	-5	7	3.0	x	6	-3	-19	x	x
OCCNc1nc(Cl)nc(NCc2ccco2)n1	-0.9	-3	-4	-4	-0.1	-0.4	-19	11	1	-22	1.9
CCOc1ncccc1C(=O)Nc1c(C)n(C)n(-c2ccccc2)c1=O	1.1	-9	-8	3	-1.3	-1.5	-2	10	8	307	2.5
O=C(COc1cc2oc(=O)c3c(c2cc1Cl)CCC3)N1C[C@H]2C[C@@H](C1)c1cccc(=O)n1C2	1.1	3	8	2	-2.5	-1.0	11	0	13	-3	0.5
COc1cc(C(=O)OCC(=O)Nc2ccc(C(C)=O)cc2)ccc1OCC(=O)N1CCOCC1	2.9	-22	-1	-13	-0.2	-1.4	9	-7	1	62	3.9
CCOC(=O)c1c(C)oc2ccc(OCC(N)=O)cc12	0.3	-11	18	7	-2.2	0.4	7	-2	12	17	-0.3
O=C(O)c1ccc(S(=O)(=O)NCC2CCCCC2)cc1	0.6	23	3	-7	-3.8	x	-13	0	17	7	x
COc1ccc(NC(=O)CCC(=O)Nc2ccc3nc(N4CCOCC4)cc(C)c3c2)c(OC)c1	-2.2	-10	1	-13	-2.3	-0.4	-15	-4	14	-23	2.9
O=C(OCCN1C(=O)c2ccccc2C1=O)c1ccccc1	1.3	-8	0	13	-0.8	-1.1	-11	2	4	x	0.8
C=CCn1ncc(OC)c(Cl)c1=O	x	10	8	2	-2.7	-1.7	-16	-11	15	-15	-0.5
COc1ccc(CN2CCNC(=O)C2CC(=O)N(C)Cc2ccon2)cc1OC (stereo not drawn)	0.7	15	5	1	-1.5	-1.5	0	-12	11	-18	-3.2
CCCCc1ccc(NC(=O)c2cnccn2)cc1	0.2	7	5	-3	0.8	-1.5	-6	2	-4	-7	3.7
CCOC(=O)N1CCN(C(=O)C2CCCN(c3ncnc4c3nc3n4CCCCC3)C2)CC1 (stereo not drawn)	1.2	1	8	-7	-1.2	1.1	24	1	9	0	2.4
Cc1cc(N2CCOCC2)c(F)cc1C(=O)c1ccccc1	2.9	-2	-5	-1	0.8	1.3	x	-5	-5	1	1.6
O=C(CN1CCCCCC1)Nc1ccc(S(=O)(=O)N2CCOCC2)cc1	0.5	3	-6	-5	-1.6	-0.2	x	2	8	7	1.5
CCCc1c(O)c2ccccc2n(-c2ccccc2)c1=O	0.7	8	3	4	-4.2	-1.8	9	1	17	19	6.9
CCOc1ccc(N2CC(C(=O)NC3CCCC3)CC2=O)cc1 (stereo not drawn)	0.6	6	-3	-1	-0.1	-1.8	-3	3	1	2	0.6
O=C(c1cn(Cc2ccccc2)nc1-c1ccc(Cl)cc1)N1CCN(c2ccccn2)CC1	-1.9	-10	4	-1	0.9	-0.7	-6	2	-5	-16	0.3
COc1ccc2c(C)c(C(=O)N3CCN(Cc4ccccc4)CC3)oc2c1	0.7	3	5	-14	-3.3	x	2	-18	16	-11	x

Further records
SMILES	phage Ecoli inh	HTR5A inv ctr	Tat export inh	PKA-R2B activ	MOR-DOR ag	Ecoli viability	PfHsp90 set2	PKA-R1A act	OPRM1-OPRD1 inv	Mot1-301 SUMO	AddAB inh
CCCNC(=O)C(Cc1ccc(I)cc1)NC(=O)c1ccc2ccccc2n1 (stereo not drawn)	2.1	-8	-11	5	0.0	1.4	0	-3	0	9	3.3
COc1ccc(NCC(=O)Nc2ccccc2C#N)cc1Cl	-0.3	-1	-8	-6	0.6	-0.9	16	0	-3	415	2.1
CC(C)c1nnc(SCC(=O)NCc2ccc3c(c2)OCO3)n1C	2.9	11	1	-1	-2.0	-2.2	0	-1	13	-2	2.5
CCC(C)(C)NC(=O)CN(C(=O)c1snc(C(N)=O)c1N)c1ccc(OC)c(OC)c1	-0.7	-33	1	1	-2.9	-1.8	11	-10	16	-6	2.7
COc1ccccc1NC(=O)CSc1nnc(CNC(=O)COc2ccc(Cl)cc2)o1	4.0	16	-2	-14	-0.9	-1.3	13	-3	5	x	-0.2
COc1ccc(N(CC(=O)N2CCc3ccccc3C2)S(C)(=O)=O)cc1	0.6	-13	-13	-4	-1.7	-2.0	4	-1	10	-18	0.9
Cc1ccc(C(=O)CSc2nnc(-c3ccccc3)o2)cc1	0.3	-32	4	-2	4.3	2.0	-13	-2	-24	5	1.6
CN1CCc2c(sc3c2c(=O)n(-c2ccccc2)c2nnc(SCc4ccc(Cl)cc4)n32)C1	4.5	-24	-8	-1	-3.0	-2.4	-4	-8	15	157	1.5
O=C(O)c1cc(S(=O)(=O)N(Cc2ccccc2)c2ccccc2)ccc1Cl	0.9	4	-11	2	-1.9	-0.3	18	-2	11	12	-1.4
O=S(=O)(NCc1ccccc1Br)c1ccccc1Br	5.5	11	3	4	1.1	-1.8	x	-5	-6	31	-1.1
CNc1nc(N)c([N+](=O)[O-])c(NC2CCCCC2)n1	1.4	-7	-1	-2	1.3	x	-57	-3	-6	0	x
COc1cccc(CNc2ccc([N+](=O)[O-])c(NCC(=O)O)n2)c1	4.6	9	-6	2	-3.8	1.5	19	9	19	-3	0.5
Cc1noc(C)c1S(=O)(=O)N1CCCC(C(=O)NCCc2ccc(Cl)cc2)C1 (stereo not drawn)	0.9	-10	-5	-10	-0.2	-3.5	-9	4	1	1	0.8
O=c1cc(CN2CCN(Cc3ccccc3)CC2)c2cc(O)ccc2o1	0.1	-9	0	-4	0.1	-1.5	-5	-10	0	8	0.1
Cc1cccc(C)c1OCc1nnc(SCC(=O)NCCc2ccccc2)o1	1.5	-1	-1	8	1.0	-0.2	x	-6	-5	163	0.2
Cc1ccccc1N(CC(=O)NCC1CCCO1)C(=O)CCC(=O)Nc1nccs1 (stereo not drawn)	0.4	6	-4	-1	-2.1	0.9	19	2	13	329	6.4
O=C(NCc1nc(-c2ccccc2)no1)c1cccs1	3.1	5	5	8	0.0	1.2	-9	4	0	499*	1.8
COc1ccc(-c2cn3cccnc3n2)cc1NC(=O)c1cc(OC)c(OC)c(OC)c1	0.5	1	-1	-3	-1.2	1.5	5	-9	6	4	-1.1
CCN(CC(=O)Nc1cc(C)nn1-c1nc(C)cc(C)n1)Cc1ccccc1	1.2	-4	-2	10	-3.1	-3.8	-15	12	19	49	-2.2
Cc1cccc(C(C)C)c1NC(=O)c1cccnc1	-0.5	-1	-4	4	-1.8	0.9	-16	-5	11	x	1.6
Oc1cccc2c(-c3nn[nH]n3)ccnc12	-0.5	-15	8	1	-1.5	-0.3	x	4	8	-1	0.2
COC(=O)C1=CN(c2ccc(F)cc2)C=C(C(=O)OC)C1c1ccc(O)cc1	1.1	7	6	-6	-0.5	0.3	-5	-16	3	-5	-0.8
O=c1ncn(C2CCCCC2)c(=O)[nH]1	3.6	-5	-10	-2	-0.5	x	-13	-8	3	x	x
CN1CCN(NS(=O)(=O)c2ccc(Cl)cc2)CC1	0.6	16	4	-14	-0.7	0.3	4	4	4	319	1.9
CC1CCc2nn(CC(=O)N3CCc4ccccc43)cc2C1 (stereo not drawn)	3.2	14	-3	11	-1.9	0.2	3	2	9	6	2.4

Other compounds:
SMILES	phage Ecoli inh	HTR5A inv ctr	Tat export inh	PKA-R2B activ	MOR-DOR ag	Ecoli viability	PfHsp90 set2	PKA-R1A act	OPRM1-OPRD1 inv	Mot1-301 SUMO	AddAB inh
CC(C)(C)OC(=O)N/N=C/c1cc(N=Nc2ccccc2)ccc1O	5.4	17	-1	3	2.2	1.6	20	-4	-14	-7	3.8
Cc1cc(Cl)ccc1OCC(=O)OCC(=O)Nc1cccnc1Cl	1.2	6	2	1	0.4	-0.3	6	0	-2	x	1.8
CCOc1c([N+](=O)[O-])cc2c(C)c(C(=O)N3CCN(C)CC3)oc2c1OCC	0.1	5	-3	8	2.5	-0.5	-13	10	-13	2	0.0
Cc1cccc(OCC(=O)OCC(=O)Nc2ccc(Cl)cn2)c1	1.0	-9	14	-2	-1.5	0.1	3	2	6	31	1.2
COc1cc(OC)c(C2N(c3ccccn3)C(=O)C3CCCN32)cc1OC (stereo not drawn)	3.1	-28	-3	-2	-1.1	-0.7	x	-19	6	62	4.3
COC(=O)c1ccccc1NC(=O)COC(=O)CSCC(=O)N1CCOCC1	1.2	0	-7	8	-3.7	1.4	x	-2	18	8	-0.5
O=C(COC(=O)c1cnc(Cl)c(Cl)c1)c1ccc(F)cc1	8.3	3	0	3	-1.1	-0.6	-8	-12	4	59	2.2
CN(C)c1cc[n+](CC(=O)Nc2ccc(Cl)c([N+](=O)[O-])c2)cc1	5.5	5	7	2	-0.4	2.0	10	6	2	-6	-0.5
CCc1ccc2nc(Nc3nc(COC)cc(=O)[nH]3)nc(C)c2c1	3.3	16	26	-8	4.0	-1.2	1	2	-23	-8	0.3
O=C(NCc1nc(-c2ccccc2)no1)c1ccc2c(c1)OCO2	-0.1	-1	-1	-12	-0.1	-1.1	-6	-10	1	-14	2.4
O=C(C[C@@H]1C/C=C\C[C@H](Cc2ccc(F)cc2)C(=O)OC[C@@H]2CCCN2C1=O)N[C@H](CO)Cc1ccccc1	0.5	-18	2	-1	1.0	-2.7	-1	-9	-6	6	-1.2
O=C(CSc1nnc(-c2cccs2)o1)N1CCOCC1	1.9	0	4	-11	11	x	-7	7	-62	x	x
O=C1NCCCc2c1oc1cc(Br)c(O)c(Br)c21	2.3	-8	-6	4	-3.6	1.8	-14	-2	18	10	1.4
O=C(COC(=O)c1cc(S(=O)(=O)N2CCOCC2)ccc1F)c1ccccc1	4.1	-5	5	5	-1.5	1.1	-42	7	6	-12	1.2
CCOc1ccc(Br)cc1S(=O)(=O)NCc1ccc(S(N)(=O)=O)cc1	0.0	-4	9	-9	0.6	0.8	3	-7	-3	-9	1.9
COc1cc(NS(=O)(=O)c2ccc(NC(=S)NC(=O)/C=C/c3ccco3)cc2)ncn1	1.8	3	-17	-1	-3.3	x	-8	-1	15	x	x
CCCc1cc(C(=O)N(C)CC(=O)Nc2ccc(OCC)c(OCC)c2)sc1C	0.5	-19	-9	1	1.2	-0.4	x	-3	-8	-8	4.2
